SRC1 TRFRET art – TR-FRET artefact, counter-screen to PPARgamma/SRC-1 agonist assay; TR-FRET detection artefact counter-screen, emission ratio; active compounds read high; hit rate 0.34% among 99,000; TR-FRET ratio at 8 µM; AID 1051; in the data active = TR-FRET ratio above about 2300; note: inactives centre near 1800; reference of the scale not given here
SRC3 TRFRET art – counter-screen for PPARgamma SRC-3 recruitment agonists: TR-FRET artefact; PPARgamma/SRC-3 format; active compounds read high; hit rate 0.39% among 99,000; TR-FRET ratio at 8 µM; in the data active = TR-FRET ratio above about 2000; note: inactives centre near 1600; reference of the scale not given here
* = called active by the depositor.

SMILES	SRC1 TRFRET art	SRC3 TRFRET art
CN(c1ccccc1)S(=O)(=O)c1ccc(Cl)c(C(=O)Nc2ccc(N3CCOCC3)cc2)c1	1772	1676
CCCCc1nnc(NC(=O)CSc2nc(N)cc(=O)[nH]2)s1	1887	1401
Cc1ccc(S(=O)(=O)/N=C/N(C)C)cc1	1636	1289
CC1=CC(C)(C)NC(=S)N1c1ccc(C)cc1C	1607	1382
Cc1ccc(NC(=O)/C=C/c2cccc(C(F)(F)F)c2)cc1	1621	1794
CC(=O)c1ccc(OCc2cc(=O)n3ccsc3n2)cc1	1587	1462
Cc1ccc(S(=O)(=O)N2CCN(CC(=O)Nc3ccc4c(c3)CCC4)CC2)cc1C	1749	1691
COc1cc(NC(=O)COC(=O)CNC(=O)c2ccc(C)cc2)c(C)cc1[N+](=O)[O-]	1657	1335
COc1ccc([C@H]2[C@H](C(=O)OC(C)(C)C)N3N=Cc4ccccc4C3C23C(=O)c2ccccc2C3=O)cc1OC (stereo partly drawn)	1783	1786
O=C(NCc1ccccc1)c1cncc(Br)c1	1741	1647
CN(C)S(=O)(=O)c1ccc(Cl)c(NC(=O)COC(=O)CCSc2ccccc2)c1	1982	1713
CC(C)c1ccc(NC(=O)CNC(=O)Cn2cnc3ccccc3c2=O)cc1	1885	1514
Cc1nonc1C(=O)N/N=C/c1cc2c(cc1Br)OCO2	1815	1710
CCOC(=O)c1csc(NC(=O)CCSc2ccccc2)n1	1783	1503
C=CCOC(=O)c1cn(CC)c2nc(C)ccc2c1=O	1752	1388
O=C(/C=C/c1ccccc1[N+](=O)[O-])N1CCN(c2ccccc2F)CC1	1935	1661
COc1cc(C)c(NC(=S)Nc2cccc(Cl)c2)cc1OC	1702	1532
N=c1c2c(ncn1Cc1ccco1)Oc1ccc3ccccc3c1C2c1ccccc1 (stereo not drawn)	1763	1377
COc1ccccc1NC(=O)c1ccc(NC(=O)CSc2ncn[nH]2)cc1	1653	1452
CC(=O)c1cccc(NC(=S)NC2CC2)c1	1693	1674
COc1cc(S(=O)(=O)N(Cc2ccccc2)CC2CCCO2)ccc1-n1cnnn1 (stereo not drawn)	2104	1538
CC12CN3CC(C)(CN(C1)C3c1cc3ccccc3[nH]1)C2=O (stereo not drawn)	1767	1451
CC(C)(C)OC(=O)N1CCN(C(=O)[C@H](Cc2ccc(O)cc2)n2cc(CCO)nn2)CC1	1661	1730
O=C(c1ccc([N+](=O)[O-])cc1)N1C=CC(C(F)(F)F)=NCC1	1876	1496
COc1ccc(C(C)=O)cc1CS(=O)(=O)CC(=O)O	2070	1686
O=C(c1ccccc1[N+](=O)[O-])N1CCN(Cc2ccc3c(c2)OCO3)CC1	1901	1762
Cc1ccc(-c2cc3ccccc3nc2N2CCOCC2)cc1	1718	1741
C=CCc1cc2c(oc(=O)c3ccccc32)c(C)c1O	2491*	2419*
CCN(CC)c1ccc(/C=N/NC(=O)c2c(Cl)cnn2C)c(O)c1	1696	1650
OCCNCCOc1ccc(Cl)c(Cl)c1	1612	1561
CSc1nc2ccsc2c(=O)n1-c1ccccc1	1806	1605
Cc1cccc(C(=O)NCC(=O)OCC(=O)N2CC3(C)CC2CC(C)(C)C3)c1 (stereo not drawn)	1830	1668
CCCNC(=O)CN(C)CC(=O)Nc1ccccc1C#N	1713	1547
CC(=O)c1ccc(N(C(=O)Cn2nnc(-c3ccccc3)n2)C(C(=O)NC2CCCCC2)c2ccccn2)cc1 (stereo not drawn)	1668	1491
COc1cc(/C=C(\C#N)C(=O)Nc2cccc3ncccc23)cc(OC)c1OC	1866	1573
COc1ccc(C(=O)NC(=S)Nc2ccccc2F)cc1	1973	1589
CCOc1cc(NC(=S)NCC2CCCO2)c(OCC)cc1NC(=O)c1ccc(OC)cc1 (stereo not drawn)	1734	1576
COc1cc(/C=C/C(=O)N2CCCc3ccccc32)cc(OC)c1OC	2020	1381
CCOc1cc(C(=O)Nc2ccncc2)cc(OCC)c1OCC	2048	1472
O=C(CCSc1ccccc1)NCCSCc1ccccc1	1736	1559
Cc1ccc(C(=O)c2cc([N+](=O)[O-])ccc2N2CC(C)OC(C)C2)cc1 (stereo not drawn)	1847	1538
CCCC(=O)Nc1nc2ccc(OC)cc2s1	1894	1562
CCCCNS(=O)(=O)c1ccc(NC(=O)C2CCCO2)cc1 (stereo not drawn)	1775	1388
Cc1ccc(NC(=O)CN(C)C(=O)c2ccc(S(=O)(=O)N(C)c3ccccc3)cc2)cc1	1725	1810
O=C(Nc1ccc2c(c1)OCO2)c1cc(-c2cccnc2)nc2ccccc12	1921	1459
COC(=O)C1=C(C(=O)OC)N2C=CC=CC2(C)C(C(=O)OC)=C1C(=O)OC (stereo not drawn)	1626	1342
COc1ccc(N2CCN(C(=O)Nc3ccccc3C)CC2)cc1	1913	1774
COc1ccnc(CSC(N)=Nc2ccccc2C(F)(F)F)c1	1721	1525
CNC(=S)N/N=C/c1ccc2c(c1)OCCO2	1739	1490
COc1ccc(/C=C/C(=O)Nc2ccc(OC)cc2[N+](=O)[O-])cc1	1734	1625
Cc1sc2ncnc(NC3CCN(Cc4ccccc4)CC3)c2c1C	1633	1539
Cc1ccc(N=C2NC(=O)/C(=C/c3cn(C)c4ccccc34)S2)cc1C	1825	1641
CCOC(=O)C1(Cc2ccccc2)CCN(Cc2cccn2-c2nccs2)CC1	1864	1620
O=C(O)c1cc(Br)ccc1NN=C1CCCCC1	1942	1803
Cc1ccc(C)c(NC(CC(=O)c2ccccc2)C(=O)OCC(=O)c2cccs2)c1 (stereo not drawn)	1868	1526
CN(CCNC(=O)CN1C(=O)CSc2ccc(S(=O)(=O)N3CCCC3)cc21)Cc1ccccc1	2046	1586
O=C(CSc1nnc(CNc2ccc(Cl)cc2)o1)Nc1nc2c(s1)CCCC2	1964	1553
CCOC(=O)c1csc(NNC=O)n1	1872	1636
C/C=C(/C)C(=O)O[C@@H]1[C@H](OC(C)=O)c2c(ccc3ccc(=O)oc23)OC1(C)C	1893	1679
O=c1[nH]cnc2sc3c(c12)CCCCC3	1827	1356

The list goes on.
SMILES	SRC1 TRFRET art	SRC3 TRFRET art
COC(=O)CC1C(=O)NCCN1C(=S)NC(=O)C(c1ccccc1)c1ccccc1 (stereo not drawn)	1736	1546
CCCN(CCC)C(=O)CSc1nc2c(sc(=S)n2-c2ccc(OCC)cc2)c(=O)[nH]1	1902	1582
COc1cc(NC(=O)c2ccc([N+](=O)[O-])cc2)c(OC)cc1NC(=O)CC(C)C	1408	1513
CCCCC(CCC(=O)Nc1cc([N+](=O)[O-])ccc1O)C(=O)O (stereo not drawn)	1790	1496
CC(OC(=O)c1ccccc1)C(=O)NCCC1=CCCCC1 (stereo not drawn)	2003	1629
CCn1ncc(Br)c1C(=O)Nc1ccc2c(c1)OCCO2	1846	1667
O=C(O)c1cc(N/N=C2/CC(c3ccccc3)Oc3ccccc32)ccc1Cl (stereo not drawn)	1731	1531
CCN1CCN(C(=O)c2oc(=O)c3ccccc3c2-c2ccc(C)cc2)CC1	1892	1530
O=C(Nc1cc(C(F)(F)F)ccc1-n1cnc2ccccc21)c1ccccc1	1858	1678
CCN(CC(O)CON=C1c2ccccc2-c2ccccc21)S(=O)(=O)c1ccc(C)cc1 (stereo not drawn)	1899	1484
COc1ccccc1N1CCN(C2CC(=O)N(C)C2=O)CC1 (stereo not drawn)	1938	1619
CC(C)NC(=O)c1ccccc1NC(=O)Cc1ccc([N+](=O)[O-])cc1	1553	1430

16 compounds from above, arranged by formula weight, smallest number first:
SMILES	SRC1 TRFRET art	SRC3 TRFRET art
CCOC(=O)c1csc(NNC=O)n1	1872	1636
O=c1[nH]cnc2sc3c(c12)CCCCC3	1827	1356
CC(OC(=O)c1ccccc1)C(=O)NCCC1=CCCCC1 (stereo not drawn)	2003	1629
COc1ccccc1N1CCN(C2CC(=O)N(C)C2=O)CC1 (stereo not drawn)	1938	1619
CCCCC(CCC(=O)Nc1cc([N+](=O)[O-])ccc1O)C(=O)O (stereo not drawn)	1790	1496
CCn1ncc(Br)c1C(=O)Nc1ccc2c(c1)OCCO2	1846	1667
CCN1CCN(C(=O)c2oc(=O)c3ccccc3c2-c2ccc(C)cc2)CC1	1892	1530
O=C(Nc1cc(C(F)(F)F)ccc1-n1cnc2ccccc21)c1ccccc1	1858	1678
C/C=C(/C)C(=O)O[C@@H]1[C@H](OC(C)=O)c2c(ccc3ccc(=O)oc23)OC1(C)C	1893	1679
O=C(O)c1cc(N/N=C2/CC(c3ccccc3)Oc3ccccc32)ccc1Cl (stereo not drawn)	1731	1531
COc1cc(NC(=O)c2ccc([N+](=O)[O-])cc2)c(OC)cc1NC(=O)CC(C)C	1408	1513
Cc1ccc(C)c(NC(CC(=O)c2ccccc2)C(=O)OCC(=O)c2cccs2)c1 (stereo not drawn)	1868	1526
COC(=O)CC1C(=O)NCCN1C(=S)NC(=O)C(c1ccccc1)c1ccccc1 (stereo not drawn)	1736	1546
O=C(CSc1nnc(CNc2ccc(Cl)cc2)o1)Nc1nc2c(s1)CCCC2	1964	1553
CCN(CC(O)CON=C1c2ccccc2-c2ccccc21)S(=O)(=O)c1ccc(C)cc1 (stereo not drawn)	1899	1484
CN(CCNC(=O)CN1C(=O)CSc2ccc(S(=O)(=O)N3CCCC3)cc21)Cc1ccccc1	2046	1586

Additional records
SMILES	SRC1 TRFRET art	SRC3 TRFRET art
COc1ccc(/C=N/Nc2nonc2N)c(OC)c1	2134	1750
Cc1ccc2nc(/C(C#N)=C\c3ccc(Oc4ccc(C(F)(F)F)cc4[N+](=O)[O-])cc3)[nH]c2c1	1693	1300
Cc1nc(NC(=O)/C=C/c2ccc(Cl)cc2Cl)sc1C(=O)N(C)C	1956	1626
Cc1ccccc1SCC(=O)OCC(=O)Nc1ccc(N(C)C)cc1	2036	1601
COCCn1c(Cc2ccccc2)nnc1SCC(=O)Nc1ccccc1	1744	1576
CCOC(=O)CC(NC(=O)Cn1nnc(-c2ccccc2Cl)n1)c1ccc(OC)cc1 (stereo not drawn)	1659	1601
O=C1OC2(CCCC2)OC(=O)C1=Cc1c[nH]c2ccccc12	1803	1617
COc1ccc(Cl)cc1NC(=S)N(CCCN1CCOCC1)Cc1cn(C)c2ccccc12	1823	1578
NNC(=O)c1cc2ccccc2cc1O	2038	1703
O=C(CCCn1c(=O)c2sccc2n(CC(=O)NCC2CCCO2)c1=O)NCc1ccco1 (stereo not drawn)	1733	1483
NC(=S)N=Nc1c(O)n(Cc2ccccc2)c2ccccc12	2059	1804
O=C(Nc1nc2ccc(F)cc2s1)c1cccc(S(=O)(=O)N2CCc3ccccc32)c1	1774	1720
O=C(Nc1ccc(Cl)cc1Cl)NC1CCCC1	1722	1565
Cc1cc2c(cc1S(=O)(=O)Nc1cccc(F)c1C)NC(=O)CO2	1783	1639
CC1(C)CC(=O)c2sc(NS(=O)(=O)c3ccc(Br)cc3)nc2C1	1916	1349
N#Cc1nc(COc2ccccc2Cl)oc1N1CCCC1	1679	1695
CC(C)=CC(=O)OCc1cc([N+](=O)[O-])cc2c1OCOC2	1731	1642
CN(CC(=O)Nc1ccccc1Cl)C(=O)CSc1nc2ccccc2s1	1451	1470
COc1ccc(Cc2noc(CN3CCN(Cc4cccc(Cl)c4)CC3)n2)cc1OC	1648	1714
CCOc1ccc(NC(=O)CCSc2ccc(C)cc2)cc1	1725	1473
CN(/N=C/c1ccco1)C1=NS(=O)(=O)c2ccccc21	1609	1517
C=C(CC)C(=O)c1ccc(OCC(=O)O)c(Cl)c1Cl	1890	1638
COc1cc(OC)cc(C(=O)NCc2ccc3c(c2)cc(C)n3C)c1	2202	1970
CC(C)CSc1ccc(S(=O)(=O)NCC(=O)O)cc1[N+](=O)[O-]	1805	1535
COc1ccccc1NS(=O)(=O)c1cc(N2Cc3ccccc3C2=N)ccc1N1CCOCC1	2071	1760
CCOc1ccc(C(=O)NC(=S)Nc2cccc(S(=O)(=O)NC3=NCCC3)c2)cc1	1854	1421
CSc1nnc(C)c(/C=C/Nc2ccc(F)cc2F)n1	1831	1589
CC12CCC(C/C1=N\N=C1\NC(=O)/C(=C\c3cccc(Br)c3)S1)C2(C)C (stereo not drawn)	1702	1336
O=C(CNc1ccc2ccccc2c1)N/N=C/c1ccc([N+](=O)[O-])o1	2189	1734
CCCCNC(=O)N1CCN(C(=O)c2ccco2)CC1	1570	1613
COc1ccc2c(CC(=O)OCC(=O)N3CCc4ccccc43)coc2c1	1702	1552
Cc1ccc(NC(=O)C2C3CCCC2C3c2ccccc2)c(C)c1 (stereo not drawn)	2160	1746
Cc1ccc(N=C2NC(=O)CC(C(=O)Nc3ccc4c(c3)OCO4)S2)cc1 (stereo not drawn)	1428	1346
CC(Sc1nnc(NCc2ccccc2)s1)C(=O)Nc1ccc2c(c1)C(=O)c1ccccc1C2=O (stereo not drawn)	1723	1489
CCOc1ccc(CCNC(=O)C2=C(C)C(=O)OC23CCCCC3)cc1OCC	1915	1605
CCN(CC(=O)Nc1ccc(NC(C)=O)cc1)C(=O)/C=C/c1cccs1	1986	1888
COc1ccc(NC(=O)CSCc2ccccc2C)cc1	1866	1507
COc1cc(C2C3=C(CC(C)(C)CC3=O)NC3=C2C(=O)c2ccccc23)ccc1O (stereo not drawn)	2000	1639
C#CCOc1c(Cl)cc(/C=N/NC(N)=S)cc1OCC	1577	1656
COCc1cc(C)n(CC(=O)Nc2c(C)cccc2C)c(=O)c1C#N	1647	1474
CC(C)(C)c1nnc(NC(=O)c2cccnc2Cl)s1	1876	1507
O=C(C1=C[C@@H](c2ccccc2)C[C@@H](OCc2ccc(CO)cc2)O1)N1CCN(Cc2ccc3c(c2)OCO3)CC1	1684	1479
CC(=O)c1ccc(-n2nnnc2SCC(=O)Nc2sc(C)c(C)c2C#N)cc1	1788	1425
COc1cccc(C=Nc2ccccc2C(=O)Nc2ccccc2)c1O	1651	1703
COc1cccc(-n2c(SCC(=O)c3c[nH]c4ccccc34)nc3ccccc3c2=O)c1	1993	1653
O=C(Cc1ccccc1)N/N=C/c1ccc2c(c1)OCO2	1805	1705
CC(O)CNCCCCOc1ccc(OCc2ccccc2)cc1 (stereo not drawn)	1616	1581
COc1ccc(/C=C2\SC(=S)N(Cc3cccnc3)C2=O)cc1C	1760	1629
CN(Cc1nc(-c2cnccn2)no1)C1CC(C)(C)NC(C)(C)C1	1621	1572

The list is partial. The share of hits here may be higher or lower than overall.
